# human PMI inhibitors: MPI inhibition at elevated mannose 6-phosphate – biochemical, fluorescence intensity, high mannose 6-phosphate, primary screen (AID 1220). recombinant PMI enzyme, coupled fluorescence intensity; higher % means a stronger effect. one-dose inhibition, % at 20 µM; IC50 in µM for titrated hits. 190,000 compounds, 0.66% hits
# WT yeast gro inh: growth inhibition of WT yeast, mitochondrial fusion screen; inhibition, % at 10 µM; 190,000 compounds, 2.1% hits; mitochondrial fusion phenotypic screen, WT strain; in the data active = inhibition above about 58%; tested in S. cerevisiae
# Yfh1-off respiration: mitochondrial function rescue without frataxin homolog – Friedreich's ataxia, plus single-dose screen, dose response (AID 1465); S. cerevisiae Yfh1-off respiration, WST-1 reduction, 72 h; higher fold induction means a stronger effect; fold induction at 50 µM, or EC50 in µM where a hit was titrated; 220,000 compounds, 0.074% hits;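 active = fold induction of absorbance versus untreated yeast above a set limit, then at least 30% activation at any dose in follow-up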;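 also: activators that raise dye reduction in frataxin-depleted yeast; strong numbers were not always called active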
# human PMI inhibition: MPI enzyme activity inhibition – biochemical, fluorescence intensity, coupled assay, primary screen (AID 1209) | purified PMI enzyme, coupled fluorescence intensity; higher % means a stronger effect | inhibition, % at 20 µM, or IC50 in µM where a hit was titrated | 190,000 compounds, 0.42% hits;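 also: plate controls were DMSO vehicle for no effect and wells lacking substrate for full effect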
# Dynein transport: blocks dynein driven cargo transport along microtubules; z-score, hits read low; 3617.4 mouse cells, GR-EGFP nuclear translocation imaging; test concentration mostly 20 µM; stimulated with dexamethasone, 1 µM; stronger effect = lower value; 220,000 compounds, 0.47% hits;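 active = plate z-score of nuclear minus cytoplasmic receptor signal below a set negative limit, without overly bright fluorescence or cell loss, cut at about -3.5 in these data, passing the limit was not always enough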;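 also: z-score of nuclear minus cytoplasmic ring GR-EGFP intensity difference per well; some compounds called inactive have numbers as strong as hits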
#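 Buffer or medium: tetracycline-free induction medium containing charcoal-stripped FBS / Reagent: dexamethasone agonist, 1.0 µM final, for 30 min / Technique: automated 10x imaging of fixed Hoechst-stained cells / Times: induction 48 h, compound 1 h, agonist 30 min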
# Autophagy HCS: autophagy modulation, high-content screen; MEF GFP-LC3 puncta imaging; test concentration mostly 10 µM; calls only at 10 µM (by protocol); 190,000 compounds, 0.98% hits; AID 463193;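 active = percentage of spot-positive cells more than 3 SD above its plate mean, without a fluorescence outlier flag or 80% toxicity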;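 also: spot-positive cell cutoff set from DMSO-treated cells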
# MT stabilize HCS: microtubule stabilization, imaging screen | % tubulin-high responders, % at 10 µM | AID 2205 | 200,000 compounds, 0.83% hits | HeLa tubulin immunostaining HCS, 24 h; share of cells brighter than vehicle mean+2SD;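 active = plate Z-score above 3 for both tubulin-high and condensed-nucleus cell shares, with cell loss under 80%, at 10 µM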;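 also: anti alpha tubulin signal scored within the nucleus-defined area of each cell; some results filed as inactive read as strong as hits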
# Insulin prom up: MIN6 insulin promoter up-regulation. MIN6 insulin promoter-GFP reporter, high-content imaging; stronger effect = higher value. z-score at 5 µM. 190,000 compounds, 0.3% hits;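 active = z-score above 3 at 5 µM with at least 500 cells counted in the well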
# b-catenin transl: beta-catenin nuclear translocation modulation | nuclear translocation activity, % at 5 µM | HeLa beta-catenin nuclear translocation, immunofluorescence imaging | 190,000 compounds, 0.3% hits;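 active = nuclear translocation activity above 50% at 5 µM, with a well cell count of 50 or more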;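 also: per-cell ratio of nuclear to cytoplasmic median beta-catenin stain intensity; plate controls were DMSO negative control for no effect and GSK-3 inhibitor IX positive control for full effect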
#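 Test system: HeLa cells, endogenous beta-catenin; Compound: single 5 µM dose plus 0.02–20 µM confirmation series; Times: compound exposure 24 h at 37°C; Signal: fluorescence imaging of beta-catenin antibody stain plus DAPI; Read-out: % activation, nuclear-to-cytoplasmic median beta-catenin signal ratio per cell.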
# WT yeast gro inh mutant strain: also measured in WT yeast gro inh; calls as there; inhibition, %; mitochondrial fusion phenotypic screen, mutant strain inhibition
# Dynein transport cytoplasmic EGFP: recorded beside Dynein transport, whose call it bears; z-score; measured here: cytoplasmic GR-EGFP intensity; stronger effect = higher value
# Dynein transport nuclear GR-EGFP: also measured in Dynein transport; calls as there; z-score; measured here: nuclear GR-EGFP intensity;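 lower value marks the stronger effect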
# Dynein transport cell count: further read-out of Dynein transport, marked with its call; z-score; measured here: cell count per field
# Insulin prom up cell count: recorded beside Insulin prom up, whose call it bears; cell count; measured here: cytotoxicity, nuclei count;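 total cells summed across four imaged fields per well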
# b-catenin transl cell count 5 µM: recorded beside b-catenin transl, whose call it bears; cell count; measured here: cell count, cytotoxicity flag
# MT stabilize HCS Hoechst-high %: second read-out of MT stabilize HCS, no call of its own (marks repeat the call); % Hoechst-high responders; measured here: nuclear condensation Hoechst responders;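 share of cells brighter than vehicle mean plus two SD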
# MT stabilize HCS cytotoxicity %: also measured in MT stabilize HCS; calls as there; toxicity, %; measured here: cytotoxicity by cell density;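 0% = mean cell density of plate MIN control wells and 100% = no cells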
# Autophagy HCS cell loss 18 h: recorded beside Autophagy HCS, whose call it bears; toxicity, %; measured here: cell loss, nuclei count;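 cell loss after 18 h compound exposure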
# Active calls of the source: *; i = inactive; . = no result given; + = active, no number. Rule as the data show it, unless noted: active = inhibition above about 50%; inactive = the rest.
mol,human PMI inhibitors,WT yeast gro inh,WT yeast gro inh mutant strain,Yfh1-off respiration,human PMI inhibition,Dynein transport,Dynein transport cytoplasmic EGFP,Dynein transport nuclear GR-EGFP,Dynein transport cell count,Autophagy HCS,Autophagy HCS cell loss 18 h,MT stabilize HCS,MT stabilize HCS Hoechst-high %,MT stabilize HCS cytotoxicity %,Insulin prom up,Insulin prom up cell count,b-catenin transl,b-catenin transl cell count 5 µM
Cc1cc(=O)n2nc(N3CCCC(C(=O)NC(C)c4ccccc4)C3)sc2n1 (stereo unspecified),7%,10,11,i,10%,-0.49,0.94,0.066,0.79,i,20,1.8,1.4,8.8,0.32,842,.,.
Cc1c(NC(=O)C(C)OC(=O)c2cccnc2)c(=O)n(-c2ccccc2)n1C (stereo unspecified),6%,-4,-24,i,8%,-0.53,-0.25,-0.55,0.64,i,-38,3.8,3.6,0.1,-0.06,1318,0.6,469
CCc1cccc(CC)c1NC(=O)COC(=O)CC1c2ccccc2CCN1S(=O)(=O)c1ccc(F)cc1 (stereo unspecified),15%,2,-13,i,26%,-0.5,-0.25,-0.21,0.83,i,-9,3.9,2.1,10,2.8,1484,-1.0,1065
Cc1ccc(/C=C2/NC(=O)N(Cc3ccccc3)C2=O)o1,12%,5,-12,i,0%,-0.81,-0.0032,-0.68,-3.3,i,-9,1.5,3.4,9.7,2.4,1286,2.2,492
CC1(C)C2CCC1(C)C(Nc1ccccc1)C2 (stereo unspecified),.,.,.,i,.,2.3,0.14,1.5,-1.4,.,.,.,.,.,0.09,1105,0.6,1270
CC(C)[C@H](NC(N)=O)C(=O)NNC(=O)COc1cccc(C(F)(F)F)c1,.,.,.,i,.,-0.4,-0.74,-0.43,-0.52,.,.,.,.,.,0.03,990,0.2,1340
COc1ccccc1-n1c(SCC(=O)c2ccc(O)cc2O)nc2cc([N+](=O)[O-])ccc21,3%,77*,-15*,i,0%,-0.71,-0.29,-0.59,1.1,i,11,1.8,3.5,7.5,-0.26,1265,-0.1,951
O=S(=O)(c1ccc(F)cc1)N1CCCN(c2nccc(C(F)(F)F)n2)CC1,.,.,.,i,.,-1,-0.22,0.13,-0.22,.,.,.,.,.,-0.81,881,2.1,1312
CC/C(C)=C1\SC(N2CCN(C(C)=O)CC2)=NC1=O,10%,0,-6,i,21%,-0.62,-0.01,-0.093,0.56,i,8,4.1,4.1,0.6,0.19,1206,-5.8,1150
Cc1ccc(S(=O)(=O)NN2C(=O)c3ccccc3NC2(C)C)cc1,4%,0,-5,i,-3%,-0.075,-0.26,0.036,0.4,i,-4,3.0,1.2,0.3,1.3,1306,-4.8,511
CCC(=O)Nc1cccc(NC(=O)CSc2nnc(-c3ccc(NS(C)(=O)=O)cc3)n2CC)c1,-2%,-3,-33,i,0%,0.73,-0.31,0.53,-0.2,i,-6,1.8,1.4,4.9,.,.,-4.1,1195
CCOc1ccc(N2C(=O)/C(=C/c3cc(OC)c(OC)c(OC)c3)N(CC(=O)OC)C2=S)cc1,16%,18,0,i,20%,-2.6,0.49,-1.2,-0.5,i,1,2.7,1.9,2.8,0.78,1304,-2.7,1440
Cc1cc2nnc(SCC(=O)Nc3cccc(S(=O)(=O)N4CCOCC4)c3)n2c2ccccc12,15%,-21,2,i,19%,0.49,-0.23,0.067,-0.14,i,-4,2.1,3.0,4.6,0.96,1475,1.3,996
Cc1csc2nc(CSc3ccc(Cl)cc3)cn12,12%,10,5,i,17%,-0.86,-0.23,-0.21,0.2,i,2,2.7,1.0,4.0,0.2,1714,-0.7,1016
COC(=O)c1sc(Nc2ccccc2)nc1C,2%,33,18,i,4%,-0.48,-0.15,-0.07,0.35,i,1,2.8,1.3,3.9,0.89,1403,-3.4,909
CC1CN(CC(=O)Nc2cc(S(=O)(=O)N3CCCC3)ccc2Cl)CC(C)O1 (stereo unspecified),-3%,3,3,i,-3%,0.51,-0.3,0.54,0.78,i,3,3.7,1.6,22,-0.02,1311,-1.1,1131
COc1cc(/C=N\NC(=O)c2c(C)nc3cc(C)ccn23)ccc1O,4%,-8,-4,i,-3%,1.4,-0.19,0.72,0.28,i,9,1.0,1.3,6.8,.,.,0.1,1458
CC12CCC(c3n[nH]c(=S)nc31)C2(C)C (stereo unspecified),-4%,13,14,i,-4%,1.3,-0.054,2,-1.5,i,19,1.8,1.9,2.7,-0.19,1175,4.3,541
CCc1nc(Sc2nnnn2-c2ccccc2)c2c3c(sc2n1)CCCC3,2%,28,-8,i,6%,-0.15,-0.096,0.61,-2,i,1,4.6,2.9,9.0,0.33,1391,-1.6,962
CCC1COC(c2cccn2Cc2ccccc2Cl)=N1 (stereo unspecified),-1%,22,22,i,1%,1.1,1.2,1.4,-1.1,+,22*,1.2,1.0,1.6,-0.01,1608,-0.3,1101
OC1(c2cccnc2)CCN(Cc2nnnn2Cc2ccccc2)CC1,-5%,-3,0,.,-9%,-0.45,-0.25,-0.19,0.87,i,-3,3.5,2.5,4.1,-0.89,1209,-0.3,1084
O=C(Nc1ccccc1N1CCOCC1)c1ccc(Cl)c(S(=O)(=O)NCc2ccco2)c1,6%,20,11,i,9%,-0.31,-0.29,0.34,-0.0029,i,3,2.4,1.9,3.0,0.01,1542,-3.3,1104
Cn1c(O)c(N=NC(=O)Cn2ccc(C(F)(F)F)n2)c2ccccc21,3%,4,11,i,-6%,-0.36,-0.16,-0.096,0.32,i,3,2.9,1.9,3.3,-0.13,1429,-2.0,1010
CCc1c(C(=O)N/N=C/c2ccsc2)csc1C,9%,-17,-7,i,10%,-0.38,-0.32,-0.55,0.54,i,-12,5.5,1.7,6.2,-0.15,1230,.,.
COCCN(Cc1cc2cc3c(cc2nc1Cl)OCO3)C(C)=O,.,-10,-7,i,.,-0.83,-0.22,-0.61,0.34,i,-2,3.3,2.9,14,1.2,1625,0.4,1563
CN(c1ccccc1)S(=O)(=O)c1ccc(Cl)c(C(=O)NCCc2c[nH]c3ccccc23)c1,7%,30,4,i,4%,1.2,-0.25,0.25,-1.1,i,13,1.9,2.7,0.0,0.15,1332,.,.
CC(C)c1[nH]nc2c1C1(CCN(Cc3ccccc3)CC1)C(C#N)=C(N)O2,6%,-8,3,i,13%,0.62,-0.12,0.5,0.16,i,-6,2.9,2.5,2.5,0.68,1268,.,.
O=C(Nc1cc(=O)c2ccccc2o1)N1CCOCC1,4%,11,7,i,4%,-0.22,-0.26,0.076,0.39,i,4,5.4,3.5,4.1,-0.08,1159,0.1,1032
O=C(CSc1ncnc2ccccc12)Nc1ccc2c(c1)OCCO2,1%,1,-1,i,2%,-0.16,-0.28,0.37,0.01,i,-4,4.6,2.8,3.0,0.15,1219,0.2,1055
CCN(CC(=O)NC(C)(C)C)Cc1nc2c(Br)cc(Br)cc2c(=O)[nH]1,.,.,.,i,.,-0.83,0.22,-0.39,0.46,.,.,.,.,.,-0.48,1467,-1.2,1080
c1ccc(C2=Nn3c(nnc3-c3ccccn3)SC2)cc1,0%,13,-3,i,-1%,-0.24,-0.11,0.3,-1.3,i,-1,5.7,3.3,12,-0.61,1020,-2.3,1180
CC(C)Nc1ccc(C(CC(N)=O)NC(=O)Cc2ccc(Cl)cc2)cc1[N+](=O)[O-] (stereo unspecified),.,.,.,i,.,-0.86,-0.68,-0.44,0.47,.,.,.,.,.,0.37,1092,-0.5,1343
CC(=O)C1=C(O)CC(C)(C)CC1=NCc1nc2ccccc2[nH]1,4%,0,11,i,5%,-0.26,-0.29,-0.23,0.43,i,7,3.2,2.7,7.4,.,.,0.3,1069
CCOc1cc(S(=O)(=O)Nc2ccc(CC)cc2)ccc1Cl,20%,25,24,i,26%,0.7,-0.24,0.5,-0.64,i,34,1.5,1.2,5.4,.,.,2.4,1006
O=C(CSc1nc(-c2ccc(F)cc2)cs1)NCCN1C(=O)CSC1=O,11%,-6,16,i,9%,0.35,0.069,0.51,-0.2,i,-5,3.3,3.6,5.8,-0.41,1301,0.2,1049
Cc1ccccc1Cn1c(C(C)O)nc2ccccc21 (stereo unspecified),1%,8,9,i,1%,-0.11,-0.22,0.33,-0.12,i,-3,2.8,2.1,4.0,-0.76,1356,-0.9,1179
COc1cc(OC)cc(C(=O)NCC(=O)OCC(=O)N2c3ccccc3NC(=O)C2(C)C)c1,-2%,12,4,i,-1%,0.27,-0.25,0.41,-0.53,i,11,7.8,0.8,44,0.41,1251,0.8,1045
CC(=O)Nc1ccc(S(=O)(=O)N2CCN(c3ccc([N+](=O)[O-])c(NCCN4CCOCC4)c3)CC2)cc1,7%,-34,-17,i,13%,-0.73,0.047,-0.45,2.7,i,6,3.1,3.0,14,-1.1,1484,1.0,1136
C=CCOC(=O)C1=C(C)NC2(O)c3ccccc3C(=O)C12O (stereo unspecified),19%,-23,-8,i,0%,-1.6,-0.25,-0.45,1.2,i,13,3.0,2.8,4.6,-0.05,1158,-0.4,1137
COc1cc(C(=O)N=c2sc3c(C)ccc(OC)c3n2C)cc(OC)c1OC,.,.,.,i,.,0.13,-0.22,0.59,0.37,.,.,.,.,.,-2.6,869,1.4,1282
